# High-throughput results from PubChem BioAssay.
# PGK inhibitor – qHTS Assay to Find Inhibitors of Phosphoglycerate Kinase; actives 0.043% (n = 380,000); PGK/GAPDH coupled, Kinase-Glo luminescence, 60 min; Potency, µM (titrated, usually from 57.5 µM), for the others: top-dose activity change, negative = inhibition, hits mostly inhibitors; AID 602233, 2012; further: potency means the concentration at half of the fitted maximal effect; on the % scale 0 is the no-effect control and ±100 the full control effect; nearly all actives have a fitted effect of over 60% in size
#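 Luminescent ATP detection (Kinase-Glo Plus) follows a 60-minute room-temperature incubation, with wells lacking PGK as controls. Buffer: 100 mM TEA (pH 7.6), 5 mM MgCl2, 0.01% Tween-20. Coupling enzyme GAPDH (100 nM final) supplies unstable 1,3-BPG in-well.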
# HP1b binding inh – HTS for Inhibitors of HP1-beta Chromodomain Interactions with Methylated Histone Tails. AlphaScreen HP1-beta / biotin-H3K9me3 peptide binding. Potency, µM (titrated, usually from 114 µM), without a hit: at the top dose activity change, negative = inhibition, hits mostly inhibitors. Chromobox protein homolog 1 (Homo sapiens), P83916. actives 0.56% (n = 390,000); further: potency means the concentration at half of the fitted maximal effect; nearly all actives have a fitted effect of over 70% in size; inactives centre near 23
#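 Compound inhibition of the preformed complex between 50 nM HP1-beta and 50 nM biotinylated H3K9me3 peptide was read by AlphaScreen. Buffer was PBS pH 7.4 with 0.01% Tween-20. Incubations ran 30 min at room temperature, with 10 ug/mL donor/acceptor beads.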
# rTrxR1 inhibitor – qHTS Assay for Inhibitors of Mammalian Selenoprotein Thioredoxin Reductase 1 (TrxR1): qHTS; Thioredoxin reductase 1, cytoplasmic (Rattus norvegicus), O89049; recombinant rTrxR1, NADPH fluorescence consumption, selenite substrate; Potency, µM (doses to about 114 µM), inactives show top-dose activity change, negative = inhibition, actives largely listed as inhibitors; actives 1% (n = 390,000); AID 588453, 2011; further: potency means the concentration at half of the fitted maximal effect; on the % scale 0 is the no-effect control and ±100 the full control effect; nearly all actives have a fitted effect of over 65% in size
#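 Rat TrxR1 (90 nM in the dispensed reagent) was pre-reduced with 400 uM NADPH for 5 min at room temperature, then incubated with compound for 15 min. After 400 uM selenite was added, NADPH fluorescence (Ex 340/Em 450 nm) was followed for 8 min.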
# USP1-UAF1 inh – Inhibitors of USP1/UAF1: Primary Screen | Ubiquitin carboxyl-terminal hydrolase 1 (Homo sapiens), O94782 | recombinant USP1/UAF1, Ub-Rhodamine cleavage fluorescence | Potency, µM (series often up to 57.1 µM), for inactives: at the top dose activity change, negative = inhibition, usual class: inhibitors | actives 0.23% (n = 390,000) | AID 743255, 2014; further: potency means the concentration at half of the fitted maximal effect; on the % scale 0 is the no-effect control and ±100 the full control effect; nearly all actives have a fitted effect of over 60% in size; inactives centre near -12
#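 Step one: compound is pinned into 1nM USP1/UAF1 in HEPES pH 7.8 buffer with TCEP. Step two: 15 min room-temperature incubation. Step three: Ub-Rho (150nM final) starts cleavage, tracked by fluorescence over six one-minute reads.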
# PI4K2A block – qHTS for small molecular inhibitors of PI4K2A. AID 1346378, 2018. purified PI4K2A, ADP-Glo luminescence, 1 h; stronger effect = lower value. actives 0.13% (n = 420,000). activity change, negative = inhibition, % at 76.9 µM; in the data active means activity change below about -50%; inconclusive means mostly about -30% to -49%;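 further: -100% = wells without enzyme as full effect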
#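 ADP-Glo luminescence measured ADP generated by PI4K2A enzyme (4 ug/mL before mixing) with 1.2 mM PI substrate (pre-mix) and 300 microM ATP (pre-mix). Tris pH7.5 buffer with MgCl2, Triton X-100; 1 h reaction at ambient temperature.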
# IDH1 R132H inh – qHTS for Inhibitors of mutant isocitrate dehydrogenase 1 (IDH1): qHTS. AID 602179, 2012. actives 0.093% (n = 390,000). IDH1-R132H enzyme, NADPH consumption, diaphorase/resazurin fluorescence. Potency, µM (highest dose often 76.6 µM), inactives show at the top dose activity change, negative = inhibition, most hits filed as inhibitors. Isocitrate dehydrogenase [NADP] cytoplasmic (Homo sapiens), O75874; further: potency means the concentration at half of the fitted maximal effect; on the % scale 0 is the no-effect control and ±100 the full control effect; nearly all actives have a fitted effect of over 65% in size
# Target sequence (O75874 whole entry R132H, stated change not applied): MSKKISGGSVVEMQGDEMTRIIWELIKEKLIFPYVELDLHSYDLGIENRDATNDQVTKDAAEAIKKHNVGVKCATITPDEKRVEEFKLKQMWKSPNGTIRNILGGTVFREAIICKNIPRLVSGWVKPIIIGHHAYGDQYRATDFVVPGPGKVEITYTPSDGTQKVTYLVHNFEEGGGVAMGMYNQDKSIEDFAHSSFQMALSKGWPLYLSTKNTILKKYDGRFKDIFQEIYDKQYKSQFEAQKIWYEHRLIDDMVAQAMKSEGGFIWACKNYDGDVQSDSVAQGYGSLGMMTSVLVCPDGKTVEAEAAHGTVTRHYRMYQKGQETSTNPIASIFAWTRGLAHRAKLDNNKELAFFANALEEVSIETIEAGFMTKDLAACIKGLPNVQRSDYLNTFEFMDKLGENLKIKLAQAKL
#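 IDH1-R132H (0.5 ug/mL dispensed) in pH 7.5 Tris buffer was preincubated 30 min with compound, then given a substrate mix of 0.016 mM NADPH and 2 mM alpha-KG for 80 min at room temperature; remaining NADPH was read by diaphorase/resazurin fluorescence.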
# GLS inh – qHTS for Inhibitors of Glutaminase (GLS); Glutaminase kidney isoform, mitochondrial (Homo sapiens), O94925; GLS enzymatic activity, qHTS titration; Potency, µM (highest dose often 45.5 µM), for the others: top-dose activity change, negative = inhibition, usual class: inhibitors; actives 0.21% (n = 410,000); AID 624170, 2012; further: potency means the concentration at half of the fitted maximal effect; on the % scale 0 is the no-effect control and ±100 the full control effect
# Target sequence (O94925 whole entry, looked up, canonical isoform): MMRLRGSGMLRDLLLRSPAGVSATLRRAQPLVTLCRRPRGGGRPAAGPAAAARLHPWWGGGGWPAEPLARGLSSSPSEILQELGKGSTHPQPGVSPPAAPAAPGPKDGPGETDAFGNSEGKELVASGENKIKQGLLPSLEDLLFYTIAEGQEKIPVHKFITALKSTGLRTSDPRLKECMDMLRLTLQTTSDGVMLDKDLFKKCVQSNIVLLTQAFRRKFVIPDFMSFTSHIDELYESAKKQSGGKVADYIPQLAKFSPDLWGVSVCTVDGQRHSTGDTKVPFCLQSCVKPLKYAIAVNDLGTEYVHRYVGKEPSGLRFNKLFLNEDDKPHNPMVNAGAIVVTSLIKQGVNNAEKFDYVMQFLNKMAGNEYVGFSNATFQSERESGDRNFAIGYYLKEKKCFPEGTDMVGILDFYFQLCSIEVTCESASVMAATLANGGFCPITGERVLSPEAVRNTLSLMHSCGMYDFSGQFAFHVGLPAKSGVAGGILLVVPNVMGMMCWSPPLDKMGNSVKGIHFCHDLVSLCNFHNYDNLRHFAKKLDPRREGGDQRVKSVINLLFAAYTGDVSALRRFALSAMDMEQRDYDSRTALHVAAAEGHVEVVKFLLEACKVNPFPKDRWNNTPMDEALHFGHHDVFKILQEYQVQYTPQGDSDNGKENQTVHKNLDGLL
#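 Coupled fluorescence readout: glutamate oxidase/HRP/Amplex Red detect glutamate formed by hKGA from L-glutamine (1 mM solution added). Buffer 45 mM KH2PO4 pH 8.2, 0.02% Tween-20; reads at t0 and 30 min RT.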
# TrxR1 substrate – qHTS Assay for Substrates of Mammalian Selenoprotein Thioredoxin Reductase 1 (TrxR1): qHTS; Thioredoxin reductase 1, cytoplasmic (Rattus norvegicus), O89049; purified TrxR1 substrate turnover, NADPH consumption readout; Potency, µM (titrated, usually from 114 µM), without a hit: at the highest dose activity change, negative = substrate turnover; actives 0.01% (n = 390,000); AID 588456, 2011; further: potency means the concentration at half of the fitted maximal effect; on the % scale 0 is the no-effect control and ±100 the full control effect; nearly all actives have a fitted effect of over 50% in size
#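 Rat TrxR1, dispensed at 90 nM, was prereduced with 400 uM NADPH (final) for 5 min at ~22 deg C, then incubated with compound 15 min before 400 uM selenite. A first-read NADPH fluorescence drop versus no-compound background flagged substrates.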
# Pin1 inh – qHTS Assay to Find Inhibitors of Pin1 | Potency, µM (titrated, usually from 115 µM), without a hit: at the top dose activity, negative = inhibition, usual class: inhibitors | Pin1 FP peptide displacement, HiFluor488, 10 min | Peptidyl-prolyl cis-trans isomerase NIMA-interacting 1 (Homo sapiens), Q13526 | actives 0.009% (n = 390,000); active means well fitted inhibition curve with a large enough effect in the polarisation, with a control signal flat, not every such curve was filed as active; inconclusive means small, poorly fitted or top-dose-only effect, or effect the other way, or a change in a side signal; inactive means no such curve, though single readings can be large or run the other way; the % refers to the polarisation; further: potency means the concentration at half of the fitted maximal effect; on the % scale 0 is the no-effect control and ±100 the full control effect
# Starred values were filed as active, the others as inactive; i = inactive; ? = inconclusive; nt = not tested or not shown; & = joins results of further samples; [ ] = remark or other dose. Unless noted, the call rests on the fitted dose curve; in most records, active means well fitted curve in the direction sought with a large enough effect; inconclusive means small, poorly fitted or top-dose-only effect, or another doubt; inactive means no such curve, though single readings can be large; an effect the other way counts as inactive or inconclusive. A portion of the library; rates above refer to the full screens.
SMILES,PGK inhibitor,HP1b binding inh,rTrxR1 inhibitor,USP1-UAF1 inh,PI4K2A block,IDH1 R132H inh,GLS inh,TrxR1 substrate,Pin1 inh
O=c1[nH]c(CN2CCN(c3ccccc3)CC2)nc2ccccc12,-7.3%,24.9%,10.9%,8.4%,2.7,0.1%,31.5%,3.5%,3.6%
COc1cc(-c2nc3ccc(C)cn3c2Nc2ccc3c(c2)OCCO3)ccc1O,2.0%,50.1µM*,-10.9%,-19.2%,1.6,-4.5%,12.6µM*,50.3%[activator][57.1 µM],-4.5%
COc1ccccc1-c1cccc([C@@H]2C[C@H]3[C@H](CON3C)CN2S(=O)(=O)c2ccccc2C)c1,-3.2%,27.6%,3.8%,-31.7%,0.8,8.4%,2.4%,-9.0%,3.6%
NS(=O)(=O)c1ccc(CCNC(=O)COC(=O)CCN2C(=O)C3CC=CCC3C2=O)cc1 (centres undefined),-6.0%,28.6%,3.6%,-1.2%,3.2,0.5%,3.7%,-3.8%,1.5%
CCOc1cc(C2C(C(=O)c3ccccc3)=C(C(=O)OC)Nc3nnnn32)ccc1O (centres undefined),-0.8%,21.9%,2.0%,-7.3%,4.6,-2.4%,16.1%,-1.5%,-0.1%
CCc1ccc(NC(=S)N2CCN(C)CC2)cc1,i,47.6%[activator],11.3%,-5.7%,0.9,-1.3%,-0.4%,-1.3%,-12.9%
Cc1ccc(C(=O)c2oc3ccc(Cl)cc3c2NC(=O)CN2CCN(C)CC2)cc1,-0.4%,-8.6%[57 µM],11.2%,-29.9%,3.7,-6.1%,6.9%,-1.8%,-4.2%
C/C(CC(=O)Nc1ccccn1)=N\NC(=O)c1cccc(C)c1,1.4%,21.6%,15.5%[57.1 µM],-26.9%,?,15.7%,?,9.1%[57.1 µM],-0.7%
Cc1nc(Nc2ccc3c(c2)OCCO3)c2c(C)c(C)sc2n1,10.6%,4.0%,-2.9%[57.1 µM],-9.3%,5.6,-2.2%,-23.1%,4.7%[57.1 µM],-1.0%
CC(C)(C)OC(=O)[C@H](Cc1ccccc1)NC(=O)c1ncn2c1c(=O)[nH]c1ccc(Br)cc12,-2.6%,nt,nt,-23.4%,-5.0,0.2%,-0.8%,nt,nt
CC(=O)Nc1c2c(nn1-c1ccc(C)cc1)CS(=O)(=O)C2,-7.0%,29.3%,10.2%,-16.4%,8.1,-1.4%,-3.5%,6.6%,-3.7%
Cn1c(NCc2cccnc2)nc2c1c(=O)n(Cc1ccccc1F)c(=O)n2C,2.0%,11.0%,10.1%,-16.6%,0.6,-0.4%,?,1.0%,-3.1%
COc1ccccc1N1CCN(C(=O)Cn2nc(C(F)(F)F)c3c2CCC3)CC1,-0.3%,11.8%,11.1%,0.7%,-0.6,2.7%,8.8%,3.4%,0.5%
CCCn1c(=N)c(C(=O)NC(C)c2ccccc2)cc2c(=O)n3ccccc3nc21 (centres undefined),-4.1%,31.7%[activator],48.6%[activator][57.1 µM],-6.1%,-0.1,-3.5%,-7.7%,259.3%[activator][57.1 µM],?
COC(=O)c1c(NC(=O)c2ccco2)sc2c1CCC2,-9.4%,56.2%[activator],-1.4%,-2.9%,-1.7,0.6%,0.8%,57.4%[activator],-2.4%
COc1ccc(C(=O)NCC(C)(C)N2CCOCC2)cc1S(=O)(=O)NCc1ccc(Cl)cc1,-9.0%,24.0%,17.6%,-10.8%,8.6,-8.3%,-5.6%,-0.1%,-5.0%
O=C(C1=C(O)C(=O)N(Cc2ccccc2)C1c1ccco1)c1ccco1 (centres undefined),-0.6%,14.6%,-21.7%,-8.1%,-3.8,3.9%,18.1%,-9.9%,-0.5%
Cc1nn(-c2ccc(F)cc2)c2sc(C(=O)N3CCCCCC3)cc12,-1.2%,63.1%[activator],0.6%,-26.6%,-5.9,3.2%,10.9%,-0.1%,1.3%
COc1ccc(N2C(=O)CSC2c2ccc(F)cc2)cc1 (centres undefined),1.7%,27.7%,23.7%,-25.3%,0.1,-4.7%,5.1%,7.3%,0.9%
O=C(NCCCN1CCOCC1)c1cc(S(=O)(=O)N2CCOCC2)ccc1Cl,-3.5%,5.1%,-10.6%,-5.4%,4.0,2.6%,1.2%,-10.3%,0.1%
O=S1(=O)c2ccccc2C(CCO)N1Cc1ccccc1 (centres undefined),0.7%,29.1%&31.9%,?,-2.4%,3.3,3.1%,1.9%,-3.1%,-4.5%&-29.6%
CCOC(=O)c1cc(NC(=O)CSc2nnc(CN3CCOCC3)n2C)ccc1Cl,2.6%,38.3%,14.3%,-10.5%,8.0,2.1%,-7.7%,5.5%,-1.7%
CCN(C(=O)COC(=O)/C=C/c1ccc(Cl)c(Cl)c1)c1c(N)n(Cc2ccccc2)c(=O)[nH]c1=O,-3.7%,38.8%,7.9%,-9.7%,0.9,8.1%,-11.5%,2.5%,7.0%
CCOc1ccc(-c2csc(NC(=O)c3cccc(N4C(=O)CCC4=O)c3)n2)cc1,3.8%,0.2%,7.1%,-24.1%,-3.8,4.6%,13.6%,-2.2%,13.6%
Cc1nc2scc(C)n2c(=O)c1S(=O)(=O)Nc1cccc(C(F)(F)F)c1,1.3%,48.3%[activator],-5.7%,-22.4%,-1.4,9.2%,0.7%,-6.4%,?
CCOC(=O)C1=C(C)C2C3C(=O)N(c4cc(C)ccc4C)C(=O)C3C1(C)C1C(=O)N(c3cc(C)ccc3C)C(=O)C21 (centres undefined),i,?,7.4%,-13.4%,-4.4,3.1%,8.7%,-5.4%,27.9%
CCOC(=O)N1CCN(C(=S)Nc2cccc(C)c2C)CC1,-2.8%,54.5%[activator],?,-18.2%,1.5,2.0%,-4.3%,1.8%,2.1%
CC1(C)Cc2c(c(-c3ccccc3)nc3sc4c(=O)[nH]c(=S)[nH]c4c23)CO1,3.3%,27.3%,-0.3%,-11.6%,-0.6,-15.2%,-2.4%,1.6%,-1.1%
COc1ccc(Cc2nc3ccc(C(=O)N4CCOCC4)cc3o2)cc1,-6.6%,7.6%,18.2%,-1.8%,-3.8,9.9%,12.2%,11.1%,-2.5%
C=CCNC(=O)c1ccc(CN2CCC(Cc3ccccc3)CC2)cc1,i,50.2%[activator],6.1%,-17.9%,-3.2,1.3%,-0.3%,-1.7%,-0.2%
O=C(Cn1c(=O)oc2cc(S(=O)(=O)N3CCCC3)ccc21)N1CCN(C2CCCCC2)CC1,-2.9%,24.3%,-2.8%,-25.1%,-4.7,-4.7%,1.7%,3.0%,-3.6%
COCCn1cnc2c1c(=O)n(CC(=O)NN)c(=O)n2Cc1ccccc1,-0.6%,20.0%,23.1%,-17.7%,-9.1,-2.3%,11.4%,6.7%,-0.8%
CC(C)(C)n1cnnc1Sc1ncccc1[N+](=O)[O-],-5.4%,42.0%[activator],6.3%,-17.7%,2.4,5.6%,-0.6%,-1.9%,-12.8%
O=C(COC(=O)c1ccc[nH]c1=O)NCC1CCCO1 (centres undefined),-8.1%,-4.5%,16.8%[57.1 µM],-14.4%,1.2,8.3%,6.3%,12.4%[57.1 µM],-4.0%
O=C(c1cnc2n(c1=O)CCS2)N1CCN(c2ccc([N+](=O)[O-])cc2)CC1,-6.7%,21.6%,-1.1%[57.1 µM],-12.2%,1.0,0.0%,-2.7%,-0.8%[57.1 µM],6.6%
COc1cccc(NC(=O)Nc2nccc(C)n2)c1,-5.3%,15.9%,22.9%,-7.2%,-0.2,7.7%,0.3%,2.3%,-4.2%
O=C(C1CCN(Cc2cccs2)CC1)N1CCN(Cc2ccc3c(c2)OCO3)CC1,i,?,22.8%[11.4 µM],-16.8%,2.3,5.1%,0.0%,10.3%[11.4 µM],-8.8%
O=C(CN1C(=O)NC(c2ccccc2)(c2ccccc2)C1=O)NCCc1ccc(F)cc1,1.4%,-23.3%,-4.8%,-8.3%,1.9,-6.9%,-16.1%,-11.8%,-4.9%
CCCCc1nc(Cl)c(C#N)c2c1CSC(C)(C)C2,nt,76.1%[activator],-3.3%,0.9%,-2.2,-0.8%,0.0%,-6.4%,-1.9%
COc1cc(CCC(=O)Nc2nnc(C)s2)cc(OC)c1OC,-9.9%,25.6%,30.0%,-8.3%,-0.1,0.9%,-16.7%,3.2%,-6.4%
